# Screening results: PubChem, Johns Hopkins Ion Channel Center
# CHT inh: inhibitors of human choline transporter CHT; CHT-expressing cells, membrane potential dye, choline response; active compounds read low; B-score at 10 µM; 310,000 compounds, 0.86% hits; AID 488975, 2010;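 active = B-score over 3 SD under the library average, and starting fluorescence ratio not unusually high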;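 also: choline stimulus applied at its EC90 after an EC20 pre-addition; B-score computed on integrated fluorescence ratio after choline addition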
# Target sequence (Q9GZV3 whole entry, looked up): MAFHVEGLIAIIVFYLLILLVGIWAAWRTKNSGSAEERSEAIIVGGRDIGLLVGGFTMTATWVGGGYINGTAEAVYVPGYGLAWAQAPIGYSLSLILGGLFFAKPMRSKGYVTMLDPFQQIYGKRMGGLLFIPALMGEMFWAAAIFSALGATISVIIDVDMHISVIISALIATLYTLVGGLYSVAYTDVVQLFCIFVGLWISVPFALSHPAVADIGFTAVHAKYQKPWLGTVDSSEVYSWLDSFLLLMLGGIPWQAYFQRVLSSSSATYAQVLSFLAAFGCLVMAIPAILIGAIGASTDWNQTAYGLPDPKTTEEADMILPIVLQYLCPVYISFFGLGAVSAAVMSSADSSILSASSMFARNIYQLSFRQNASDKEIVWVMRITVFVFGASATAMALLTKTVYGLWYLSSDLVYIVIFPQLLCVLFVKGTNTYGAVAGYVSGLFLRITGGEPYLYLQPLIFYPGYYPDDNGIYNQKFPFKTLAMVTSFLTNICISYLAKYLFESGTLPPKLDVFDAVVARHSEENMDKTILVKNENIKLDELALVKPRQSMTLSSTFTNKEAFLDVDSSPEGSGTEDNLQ
# Kir21 inh: inhibitors of mouse Kir2.1 inward-rectifier potassium channel | Inward rectifier potassium channel 2 (Mus musculus), P35561 | HEK293-Kir2.1, FluxOR thallium flux fluorescence; active compounds read low | B-score at 10 µM | 310,000 compounds, 0.85% hits | AID 1672, 2009;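 active = fluorescence ratio B-score at or below minus 3 SD of library scores, with starting-brightness B-score within 2 SD, cut at about -4.2 in these data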;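 also: channel flux triggered by added potassium and thallium sulfate stimulus; B-score of peak minus minimum fluorescence over baseline after thallium stimulus; more negative B-score means stronger Kir2.1 block with less thallium influx; some compounds called inactive have numbers as strong as hits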
# Target sequence (P35561 whole entry, looked up): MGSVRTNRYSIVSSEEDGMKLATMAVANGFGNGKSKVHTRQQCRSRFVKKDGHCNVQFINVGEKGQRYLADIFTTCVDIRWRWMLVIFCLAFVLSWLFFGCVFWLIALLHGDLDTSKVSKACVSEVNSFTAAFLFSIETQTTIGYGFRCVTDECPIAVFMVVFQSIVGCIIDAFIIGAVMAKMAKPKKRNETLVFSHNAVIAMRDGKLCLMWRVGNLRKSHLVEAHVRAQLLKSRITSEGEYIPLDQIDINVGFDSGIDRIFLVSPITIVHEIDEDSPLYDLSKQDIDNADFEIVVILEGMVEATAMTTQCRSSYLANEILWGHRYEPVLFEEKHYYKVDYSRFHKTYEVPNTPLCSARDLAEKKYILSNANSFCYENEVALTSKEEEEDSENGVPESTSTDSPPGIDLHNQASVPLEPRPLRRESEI
# * = called active by the depositor; i = inactive; . = not tested or not shown.
SMILES,Kir21 inh,CHT inh
O=C(CSc1nnc(NC(=O)c2c(F)cccc2F)s1)NCc1ccccc1,-1.14,i
Cc1ccc(C)c(NC(=O)CSc2nccn2Cc2ccco2)c1,0.67,i
COc1cc(OC)c(C(=O)CCC(=O)O)cc1OC,0.07,i
CCOC(=O)N1CCN(C(=O)CN(C2CCCCC2)S(=O)(=O)c2ccc(C)cc2)CC1,-0.29,i
COCCOc1cc(NC(=O)CS(=O)(=O)CC(=O)N(C)C)c(Cl)cc1Cl,-1.24,i
CCS(=O)(=O)N1Cc2ccccc2CC1C(=O)N(C)Cc1ccc(OC)cc1OC (stereo not given),-1.03,i
CCOC(=O)N1CCN(C(=O)C2CCN(C(=O)c3cc4sccc4n3CC)CC2)CC1,0.87,i
CCOC(=O)C1(Cc2cccc(OC)c2)CCN(CC=C(C)C)CC1,-1.48,i
CCN=c1scc(-c2ccco2)n1/N=C/c1ccc(OC)c(O)c1,-0.02,i
Cc1c(Nc2nc3ccccc3nc2N2CCN(c3ccccc3)CC2)c(=O)n(-c2ccccc2)n1C,0.02,i
CCC1(c2ccc(F)cc2)NC(=O)NC1=O (stereo not given),0.02,i
CC1(C)Cc2c(sc3nc(C4CCCCC4)n(N)c(=O)c23)CO1,0.32,i
CCOc1cnn(Cc2ccccc2)c(=O)c1SCc1ccccc1,-3.83,i
CSc1nc2c(c(=O)[nH]1)CCCC2,-0.19,i
Cc1cc(Cl)ccc1NNC(N)=S,-0.09,i
CCCCn1c(N)c(N(CC(C)C)C(=O)c2cccc(S(=O)(=O)N(C)c3ccccc3)c2)c(=O)[nH]c1=O,-0.01,i
COc1ccc(S(=O)(=O)N2CCC(C(=O)NCc3ccco3)CC2)cc1,-1.32,i
COc1ccc(NC(=O)CN(C)C(=O)c2cccc(S(=O)(=O)Nc3ccc(OC)cc3)c2)cc1,0.61,i
COC(=O)CSc1nnc(SCc2ccc(OC)cc2)s1,-0.71,i
Cc1ccc(OCc2cc(C(=O)NCc3cn4ccccc4n3)no2)cc1C,2.58,i

# Five structures already listed, sorted by length of the SMILES, smallest number first.
SMILES,Kir21 inh,CHT inh
Cc1ccc(C)c(NC(=O)CSc2nccn2Cc2ccco2)c1,0.67,i
CCOC(=O)C1(Cc2cccc(OC)c2)CCN(CC=C(C)C)CC1,-1.48,i
COc1ccc(S(=O)(=O)N2CCC(C(=O)NCc3ccco3)CC2)cc1,-1.32,i
COCCOc1cc(NC(=O)CS(=O)(=O)CC(=O)N(C)C)c(Cl)cc1Cl,-1.24,i
CCOC(=O)N1CCN(C(=O)CN(C2CCCCC2)S(=O)(=O)c2ccc(C)cc2)CC1,-0.29,i

# Going on with the list:
SMILES,Kir21 inh,CHT inh
COc1cc(C(=O)Oc2ccc3ccc(O)cc3c2)cc(OC)c1OC,-0.02,i
COc1cccc(CN2CCNC(=O)C2CC(=O)O)c1OC (stereo not given),0.12,i
O=[N+]([O-])c1ccc2c(c1)nc1n2CCN(c2ccccc2)C1,-0.07,i
COc1cc(NC(=O)CNc2cccc(S(=O)(=O)N3CCCC3)c2)cc(OC)c1,0.48,i
Cc1cc(C)cc(NC(=O)CN2CCN(CCN=CC3=C(O)CC(c4ccc(Cl)cc4)CC3=O)CC2)c1 (stereo not given),0.32,i
Nc1cccc(C(=O)NCCNC(=O)c2cccc(N)c2)c1,-0.4,i
Nc1cc(=O)[nH]c(=O)n1Cc1ccco1,-1.29,i
CC(CN1CCOCC1)OC(=O)Cc1ccc(Cl)cc1 (stereo not given),0.02,i
O=C(CNC(=O)OCc1ccccc1)NC1CCCCCCC1,-1.83,i
CC1=CC(C)C(/C=N/n2cnnc2)C(C)C1 (stereo not given),-1.05,i
COC(=O)c1ccc(Oc2nc(C)cc(Oc3ccccc3)n2)cc1,0.54,i
CCNC(=O)N1C(=O)C2(OCCO2)c2cc(Br)ccc21,-0.91,i
C=CCNC(=O)CSc1nnc(-c2cccs2)o1,0.18,i
COc1ccc(C(=O)NC2=NCCS2)c(OC)c1,-1.14,i
O=C(O)CCNS(=O)(=O)c1ccc(Oc2ccccc2Cl)cc1,1.82,i
CCCC(=O)Nc1nnc(C2CCCO2)s1 (stereo not given),0.2,i
Cc1cccc(C)c1NC(=O)c1ccc(-n2cncn2)nc1,1.25,i
Cn1cccc1/C=N/N1CCN(Cc2ccccc2Cl)CC1,1.48,i
Cc1ccccc1OCC(=O)NNC(=O)CN1C(=O)c2ccccc2C1=O,0.53,i
CC(C)(CC(=O)O)Cc1nc(-c2ccc(Cl)cc2)no1,0.89,i

# (more compounds)
SMILES,Kir21 inh,CHT inh
COc1ccccc1N(CC(=O)Nc1c(C)n(C)n(-c2ccccc2)c1=O)S(=O)(=O)c1ccc(C)cc1,0.34,i
CC1CCN(C(=O)c2ccc(Br)c(S(=O)(=O)N3CCOCC3)c2)CC1,1.17,i
O=C(Oc1c(-c2ccccc2)oc2ccccc2c1=O)c1ccccc1,-0.04,i
C(=N\N=C\c1ccccc1)/c1ccccc1,1.57,i
COC(=O)C1C(O)=CC(=O)CC1C (stereo not given),0.79,i
CCOC(=O)NC1(Nc2ccc(C)cc2)Oc2ccccc2O1,-1.34,i
Cc1ccc2nc(-c3ccccc3)cn2c1,-1.73,i
Cc1cc(C)c(S(=O)(=O)Nc2ccc(-c3cn4ccccc4n3)cc2)c(C)c1,-0.46,i
COc1ccc(-c2nc3c([nH]2)c(=O)n(C)c(=O)n3C)c(OC)c1,-1.23,i
O=C(Nc1nonc1-c1ccc(Cl)cc1)c1ccco1,0.01,-5.55*
CCN(CC)C(=O)c1cn(C)c(=O)c2cc(OC)c(OC)cc12,-1.08,i
O=C(CCl)N(c1ccc(Cl)cc1)c1c[nH]c2ccccc12,-4,-5.91*
CCc1noc(C)c1C(=O)Nc1nnc(CC(C)C)s1,0.33,i
COC(=O)c1ccc(OCCOc2ccc(C(=O)OC)cc2)cc1,0.66,i
CCOC(=O)c1cccc(NC(=O)CNS(=O)(=O)c2cccs2)c1,0.06,i
C=C1N(c2ccc(Cl)cc2)C(=O)OC1(C)C,0.75,i
O=C1CN2Cc3c(ccc(Cl)c3Cl)N=C2N1,-0.05,i
COc1cc(OC)cc(C(=O)Nc2ccc(Nc3ccccc3)cc2)c1,2.69,i
Cn1c(SCC(=O)NNC(=S)Nc2ccccc2)nnc1-c1ccccc1,-0.63,i
Cc1nc2nc[nH]n2c(=O)c1CCC(C)C,-0.01,i

# Further results
SMILES,Kir21 inh,CHT inh
COc1ccc(CC(=O)OCC(=O)Nc2ccc(Br)cc2)cc1,0.07,i
COc1ccc(-c2ccc3oc(-c4ccc(OC)cc4)c(C#CC4(O)CCCCC4)c3c2)cc1,0,i
O=C(N/C(=C\c1ccccc1)C(=O)N1CCCCCC1)c1ccccc1,-1.44,i
Nc1c2c(nn1-c1ccc(C(=O)O)cc1)CNC2,1.36,i
Cc1ccc(-n2cc[nH]c2=S)c(C)c1,1.21,i
O=C(NCCCl)C1Cc2c(ccc3ccccc23)O1 (stereo not given),3.29,i
CN(C)c1nc(N)nc(CSc2nnnn2-c2ccc(F)cc2)n1,1.23,i
CCn1c(Cc2c(C)[nH]c3ccccc23)n[nH]c1=S,2.06,i
CN(C)CCCn1c(=S)[nH]c2sc3c(c2c1=O)CCCC3,-2,i
C=C1CSc2nc3ccccc3c(=O)n21,-0.76,i
Nc1nc(CN2CCN(C(c3ccccc3)c3ccccc3)CC2)nc(Nc2ccccc2)n1,-0.43,i
O=C(NCc1cccc(Cl)c1)c1cccc(OC2CCN(C(=O)C3CC3)CC2)c1,0.1,i
Cc1cc(C(=O)OCC(=O)c2ccccc2)c2ccccc2n1,0.16,i
CCOc1ccccc1NC(=O)c1cc(Cl)ccc1NC(=O)c1ccco1,1.37,i
Cc1cc(C(=O)CSc2nnc(-c3ccccc3F)o2)c(C)n1Cc1cccs1,-0.86,i
COc1ccc(C(=O)NNc2ccccc2)cc1OC,1.23,i
CC(C)C(=O)C1=Cc2cc([N+](=O)[O-])ccc2OC1N1CCOCC1 (stereo not given),-1.13,i
CCN(CC)S(=O)(=O)c1ccc(N2CCOCC2)c(NC(=O)C2CC2)c1,0.06,i
COc1ccc(C2CC(c3ccccc3)=NN2C(=O)COC(=O)c2cccc(S(=O)(=O)N(C)C)c2)cc1 (stereo not given),0.15,i
O=C1N/C(=N\N=C\c2ccccn2)SC1Cc1cccc(SC(F)F)c1 (stereo not given),2.11,i

# (listing goes on)
SMILES,Kir21 inh,CHT inh
COc1cc(C2C3=C(Nc4nc(N)[nH]c(=O)c42)c2ccccc2C3=O)ccc1O (stereo not given),2.59,i
O=C(O)CC1S/C(=N/N=C/C2CC=CCC2)NC1=O (stereo not given),-1.63,i
Cc1ccc(S(=O)(=O)Oc2ccc(/C=C(/NC(=O)c3ccccc3)C(=O)Nc3ccccc3)cc2)cc1,-0.45,i
Cc1ccc(CNC(=O)CCC(=O)N2CC(C)Oc3ccccc32)cc1 (stereo not given),0.16,i
CCCn1c(=O)n(C)c(=O)c2c(SC(C)C(=O)NCC3CCCO3)nc(CC(C)C)nc21 (stereo not given),-0.07,i
OC(CNCCc1ccccc1)c1ccccc1 (stereo not given),-9.65*,i
COc1ccc(-c2nc3ccccc3c(=O)n2CC(C)C)cc1,-0.58,i
COC(=O)c1ccc(CSC2=NCCS2)cc1,0.36,i
CCCC[n+]1ccn(-c2nc3ccccc3nc2[N-]S(=O)(=O)c2cccs2)c1,1.27,i
O=C(O)c1ccccc1C(=O)c1ccc(N2CCOCC2)c([N+](=O)[O-])c1,0.09,i
CN(C)Cc1ccccc1Sc1ccc(Br)cc1,0.69,i
C[C@H](N)c1nnc(SCC(N)=O)o1,0.71,i
Cc1oc(-c2cccs2)nc1CN1CCN(C2CCCC2)C(CCO)C1 (stereo not given),0.33,i
Cc1ccc(C)c(NC(=S)N2CCCC2)c1,-1.69,i
C/C(=N/NC(=O)c1ccc(Br)o1)c1cccc(NC(=O)c2ccc(F)cc2)c1,0.95,i
Nc1nnnn1CC(=O)N/N=C/c1cc([N+](=O)[O-])ccc1Cl,-0.08,i
CCCCCCCN1C(Nc2ccccc2)=NC[C@@H]1C,.,i
CSc1nnc2n(-c3ccccc3)c(=O)c3c4c(sc3n12)CCC4,.,i
O=C(NCc1nnc(SCC(=O)N2CCCCC2)o1)c1c(F)cccc1F,-2.04,i
CC(=O)c1cccc(NC(=O)C(C)OC(=O)c2cccc(-n3cnnn3)c2)c1 (stereo not given),0.46,i

# The list continues.
SMILES,Kir21 inh,CHT inh
COc1cccc(Oc2c(C)oc3c(CN4CCCC4)c(O)ccc3c2=O)c1,0.21,i
CSCCC(NC(=O)/C(=C\c1ccc(Cl)cc1)NC(=O)c1ccccc1)C(=O)O (stereo not given),0.04,i
CCOC(=O)c1cnc2ccccc2c1Nc1ccc2c(c1)OCCO2,0.5,i
NC(=O)C(c1ncc(C(F)(F)F)cc1Cl)c1c(Cl)cccc1Cl (stereo not given),-1.01,i
C=CCN(c1ccccc1C(=O)O)S(=O)(=O)/C=C/c1ccccc1,0.11,i
COc1ccc(Cl)cc1NC(=O)C(OC)c1ccccc1 (stereo not given),-0.12,i
C=CCN1C(=O)/C(=C/c2ccccc2)S/C1=N/c1nccs1,0.82,i
CCN(CC)c1ccc(/C=N/NC(=S)NC)c(O)c1,-2.32,i
CCOc1ccc(NC(=O)CCNS(=O)(=O)c2cccc3nonc23)cc1,-1.59,i
Cc1ccc(S(=O)(=O)N2[C@@H](c3ccccc3F)C(C(=O)O)=CC[C@H]2c2ccc(Cl)cc2)cc1,.,i
CC(Cc1ccco1)NC(=O)c1ccc(C(F)(F)F)cc1 (stereo not given),0.07,i
CCC(=O)Nc1ccc2c(c1)nc(CCN1CCC(C)CC1)n2C,9.33e-16,i
CC1=C(C)CC(C(=O)c2ccc(C)cc2)C(C(=O)O)C1 (stereo not given),0.43,i
Cc1ccc(C)c(C(=O)NC2CC(C)(C)NC(C)(C)C2)c1,1.07,i
CCOC(=O)c1cc(C(=O)OCC)c2ccccn2c1=O,0.29,i
O=C(c1ccc(Cl)c(S(=O)(=O)N2CCCC2)c1)N1CCN(c2ccccn2)CC1,-0.14,i
COc1cccc(/C=N/NC(=O)c2nnn(-c3nonc3N)c2CN(C)c2ccccc2)c1,1.32,i
Cc1cccc(C)c1NC1=NC(=S)N(c2ccc(C(=O)O)cc2)C12CCCCC2,1.57,i
COc1ccccc1NS(=O)(=O)c1ccc(C(=O)N2CCCC(C)C2)cc1 (stereo not given),-0.47,i
O=C(O)c1ccc(NC(=O)c2cn(-c3ccccc3)nc2-c2ccc(Br)cc2)cc1,-0.11,i

# Going on with the list.
SMILES,Kir21 inh,CHT inh
Cc1ccc(/C=N/Nc2nncc(-c3ccccc3)n2)o1,0.56,i
COc1ccc(-c2cc(OC)c3ccccc3n2)cc1,-0.44,i
CC(NC(=O)C1(c2cccs2)CCOCC1)c1ccccc1 (stereo not given),-0.05,i
Cc1cc(NC(=O)CSc2nc3ccccc3c(=O)n2CCCC(=O)NCc2ccccc2)n[nH]1,-0.77,i
O=C(NCc1ccncc1)c1nc(-c2ccc(C(F)(F)F)cc2)no1,1.45,i
CCc1nnc(NC(=O)CCC(=O)Nc2ccc(C)cc2)s1,1.9,i
O=C(CC1C(=O)NCCN1Cc1ccccc1C(F)(F)F)NCCN1CCCCC1=O (stereo not given),0.03,i
O=C1c2ccccc2C(=O)C12Cc1ccccc1N1CCN(c3ccccc3)CC12 (stereo not given),0.56,.
